D1 antag: Antagonist of Human D 1 Dopamine Receptor: qHTS; D(1A) dopamine receptor (Homo sapiens), P21728; HEK293 TREx D1 cells, calcium flux, dopamine EC80; hits give low values; activity change, negative = inhibition, % at 10 µM; 360,000 tested, 3.2% active; AID 504652, 2011; in the data active = activity change below about -30%; also: % is scaled to controls: 0 for no effect and ±100 for the full control effect
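Antagonism measured as reduced calcium response to an EC80 dopamine addition following 180 s compound pre-read; cells were inducible HEK293 Trex D1 plated overnight at 30 C, read kinetically at 1 cycle/sec.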
D1 potentiator: Potentiators of Human D1 Dopamine Receptor: qHTS | potentiation, % at 10 µM | HEK293 TREx D1 cells, calcium flux, dopamine EC20 potentiation | 360,000 tested, 0.036% active | AID 504651, 2011; in the data active = potentiation above about 30%; also: 0% is about no effect
LDHA block: qHTS assay for inhibitors of human lactate dehydrogenase; purified LDHA, NADH/diaphorase-resazurin fluorescence; hits give low values; L-lactate dehydrogenase A chain (Homo sapiens), P00338; 480,000 tested, 0.15% active; activity change, % (values are at about 110 or 230 µM); in the data active = activity change below about -30%; inconclusive = mostly about -25% to -30%;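 also: plate controls were DMSO wells for no effect and wells without enzyme for full effect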
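Human LDH5 at 2 nM final in Tris HCl pH 7.4 with 0.06 mM NADH and 0.2 mM pyruvate, reacted 5 minutes at room temperature. Remaining NADH coupled via diaphorase/resazurin; resorufin fluorescence read at 0 and 20 minutes, normalized to enzyme-free and DMSO wells.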
Vif-A3G inh: qHTS for Inhibitors of Vif-A3G Interactions: qHTS | HeLa A3G-eYFP + Vif (tagged APOBEC3G with the HIV-1 protein that degrades it), YFP fluorescence, overnight | 410,000 tested, 0.076% active | DNA dC->dU-editing enzyme APOBEC-3G (Homo sapiens), Q9HC16 | Potency, µM (titrated, usually from 46.1 µM), for inactives: at the top dose activity, negative = active, actives largely listed as inhibitors;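 also: potency is read from the fitted curve at half-maximal effect; % is scaled to controls: 0 for no effect and ±100 for the full control effect; nearly all actives have a fitted effect of over 60% in size; hits raise eYFP signal because A3G escapes Vif-driven loss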
Target sequence (Q9HC16 whole entry, looked up): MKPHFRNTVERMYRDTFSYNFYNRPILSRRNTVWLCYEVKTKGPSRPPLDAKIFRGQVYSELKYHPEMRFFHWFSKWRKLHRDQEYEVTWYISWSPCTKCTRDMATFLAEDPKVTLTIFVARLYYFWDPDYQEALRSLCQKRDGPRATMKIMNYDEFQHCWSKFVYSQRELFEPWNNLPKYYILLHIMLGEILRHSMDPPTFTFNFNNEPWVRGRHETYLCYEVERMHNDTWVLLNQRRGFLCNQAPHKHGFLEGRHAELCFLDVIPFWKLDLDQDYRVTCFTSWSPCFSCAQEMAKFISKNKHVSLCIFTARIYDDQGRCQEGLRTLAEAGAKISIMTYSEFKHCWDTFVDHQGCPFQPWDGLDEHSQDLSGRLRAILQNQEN
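Read-out is eYFP fluorescence (Ex 488/Em 500-530) from Vif-expressing HeLa A3G-eYFP cells; more signal means A3G escaped Vif-mediated degradation. Cells plated overnight, compound pinned in, incubated overnight at 37 deg C.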
D1 ag: Allosteric Agonists of the Human D1 Dopamine Receptor: qHTS | 360,000 tested, 1% active | HEK293 T-REx D1 cells, calcium flux, agonist mode | activation, % at 2 µM | D(1A) dopamine receptor (Homo sapiens), P21728 | AID 504660, 2011; in the data active = activation above about 30%; also: 0% is about no effect
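Inducible HEK293 T-REx D1 cells, force-coupled to calcium signalling, were plated at 4000 cells/well with tetracycline and held overnight at 30 C. After no-wash calcium dye loading, compound-evoked calcium rise over 180 s flagged agonists.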
D2 PAM: HTS Assay for Positive Allosteric Modulators of the Human D2 Dopamine Receptor: Primary Screen for Potentiators. D(2) dopamine receptor (Homo sapiens), P14416. HEK293 T-REx D2, calcium flux, EC20 dopamine potentiation. potentiation, % at 10 µM. 340,000 tested, 0.34% active. AID 485347, 2010;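 active = potentiation over 3 SD above the plate norm, cut at about 30% in these data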; also: 0% is about no effect
Target sequence (P14416 whole entry, looked up): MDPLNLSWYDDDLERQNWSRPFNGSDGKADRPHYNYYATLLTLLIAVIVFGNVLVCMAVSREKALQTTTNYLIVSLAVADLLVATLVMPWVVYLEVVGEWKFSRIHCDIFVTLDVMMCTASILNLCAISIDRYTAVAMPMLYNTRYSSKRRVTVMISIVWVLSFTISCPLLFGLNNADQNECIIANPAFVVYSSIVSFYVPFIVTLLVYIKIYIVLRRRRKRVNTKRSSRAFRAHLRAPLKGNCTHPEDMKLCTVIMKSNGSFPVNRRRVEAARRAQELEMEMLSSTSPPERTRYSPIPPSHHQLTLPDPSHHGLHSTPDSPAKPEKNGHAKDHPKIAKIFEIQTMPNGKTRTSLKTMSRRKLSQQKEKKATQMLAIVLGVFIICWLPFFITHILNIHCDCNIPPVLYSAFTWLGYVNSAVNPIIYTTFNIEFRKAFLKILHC
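Tetracycline-induced HEK293 T-REx cells force-coupled to calcium signalling expressed D2; compounds were pin-added after a 10 s baseline, read kinetically 180 s, then an EC20 dopamine challenge followed with a further 180 s calcium read.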
Vif-A3F inh: qHTS for Inhibitors of Vif-A3F Interactions: qHTS; HeLa A3F-eYFP + Vif (tagged APOBEC3F with the HIV-1 protein that degrades it), YFP fluorescence increase; Potency, µM (series often up to 46.1 µM), without a hit: at the top dose activity, negative = active; 390,000 tested, 0.2% active; also: potency is read from the fitted curve at half-maximal effect; % of control where 0% means no effect; nearly all actives have a fitted effect of over 65% in size
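Fluorescence increase (Ex 488/Em 500-530) after overnight compound treatment at 37 deg C flags inhibition of Vif-driven A3F-eYFP loss in stable HeLa A3F-eYFP/Vif cells seeded overnight beforehand.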
Glioma ERSR ind: qHTS for Inducers of the Endoplasmic Reticulum Stress Response (ERSR) in Human Glioma: qHTS. AID 602332, 2012. 420,000 tested, 0.02% active. U87-MG GRP78 promoter luciferase reporter, 16 h. Potency, µM, for inactives: at the highest dose activation, usual class: activators; also: potency is read from the fitted curve at half-maximal effect; series mostly up to about 76 µM; % of control where 0% means no effect; nearly all actives have a fitted effect of over 35% in size
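Stably transfected U87-MG glioma cells carrying a GRP78-based luciferase sensor; 16 h compound incubation. Luminescence end-point read 10 min after Bright-Glo addition at room temperature.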
RXFP1 agonist: qHTS Assay for Agonists of the Relaxin Receptor RXFP1; HEK293T-RXFP1 cAMP TR-FRET, 30 min; response scale: percent of porcine relaxin response, buffer zero; 370,000 tested, 0.3% active; Relaxin receptor 1 (Homo sapiens), Q9HBX9; Potency, µM (top dose mostly 57.5 µM), inactives show top-dose activation, most hits filed as activators; AID 2676, 2010; also: potency is read from the fitted curve at half-maximal effect; % is scaled to controls: 0 for no effect and ±100 for the full control effect; nearly all actives have a fitted effect of over 60% in size; many of its hits are not listed in these tables
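HEK293T cells stably expressing RXFP1 were pretreated with the PDE4 inhibitor Ro 20174, exposed to compounds for 30 min at 37C, lysed, and cAMP was read by TR-FRET. Data normalized to buffer (basal) and 29 nM porcine relaxin (100%).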
An asterisk follows results filed as active; ? = inconclusive; / = no result given; & = joins results of further samples. Unless noted, calls follow the shape of the dose curve; as a rule, active = well fitted curve in the direction sought with a large enough effect; inconclusive = small, poorly fitted or top-dose-only effect, or another doubt; inactive = no such curve, though single readings can be large; an effect the other way counts as inactive or inconclusive. Only part of the results is shown, so the mix of outcomes need not match the whole.

SMILES | D1 antag | D1 potentiator | LDHA block | Vif-A3G inh | D1 ag | D2 PAM | Vif-A3F inh | Glioma ERSR ind | RXFP1 agonist
NC(=O)NCc1cccs1 | 13 | -4 | -4 | -1% | 2 | -4 | 8% | -6% | 3.3%
O=C(Nc1ccc(Br)cc1)C1CCN(C(=O)c2ccco2)CC1 | 1 | -12 | -7 | 2% | 10 | 13 | -1% | 0% | -0.9%
CCn1c(=O)cc(OCC(=O)NCc2cccs2)c2ccccc21 | -18 | -2 | -10 | -7% | 1 | / | 5% | 5% | 1.8%
C=CCN1C(=O)/C(=C/c2ccc(N(C)C)cc2)S/C1=N\c1nnc(CC)s1 | -27 | 2 | / | / | 167* | 0 | / | / | 0.5%
CC(C)(C)N1C(=O)c2ccccc2NC(=O)N1Cc1ccccc1 | -10 | -4 | -4 | -3% | 0 | 1 | -6% | -4% | 0.1%
CCOC(=O)N1CCN(Cc2nc3cc(NC(=O)c4ccccc4Cl)ccc3n2C(C)C)CC1 | -19 | -1 | -5 | ? | 1 | 8 | -1% | -4% | -1.5%
COc1ccc(OC)c(-n2c3c(cc(-c4nc(-c5ccc(Cl)cc5)cs4)c2=O)C(=O)CC(C)(C)C3)c1 | -26 | 2 | 2 | 1% | 0 | 1 | -10% | -4% | 2.1%
Cc1cc(C)cc(NC(=O)CSc2nnc(CNC(=O)c3ccco3)o2)c1 | -22 | -4 | -2 | 1% | 6 | -14 | 2% | -1% | 1.3%
CN(CC(=O)Nc1ccc(Cl)c(C(F)(F)F)c1)C(=O)c1ccc2c(c1)OCCO2 | -16 | -5 | -5 | 0% | 9 | 5 | 0% | -3% | 0.9%
CCS(=O)(=O)c1ccc(O)c(NC(=O)c2ccc(S(=O)(=O)N3CCCCCC3)cc2)c1 | / | / | -10 | -2% | / | / | -4% | -2% | /
O=C(CN1CCOCC1)N1CCN(c2ccc([N+](=O)[O-])cc2)CC1 | -21 | -1 | -3 | 1% | 1 | -14 | 5% | -4% | 1.4%
COc1ccccc1OCc1nc2ccccc2n1C | 5 | -7 | -5 | 3% | 1 | -3 | 3% | 1% | 0.4%
CCc1ccc(-c2cc3c(=O)n(CC(=O)NCCCN4CCN(C)CC4)ncn3n2)cc1 | 3 | 5 | -9 | -2% | 1 | -2 | -6% | -10% | -1.5%
COc1cccc2sc(N(CCN(C)C)C(=O)c3ccc(S(=O)(=O)N4CCCC4)cc3)nc12 | -12 | -1 | -13 | 2% | 3 | 0 | -1% | -4% | -1.7%
O=C(Cc1ccccc1)NCCc1cnc[nH]1 | -5 | -9 | -12 | 4% | 8 | -9 | 1% | -3% | -0.3%
Cc1noc(C)c1S(=O)(=O)N1CCCC(C(=O)Nc2ccc(C(C)C)cc2)C1 (centres undefined) | -4 | 4 | -1 | 3% | 3 | -6 | -6% | 0% | 3.3%
Cc1c(C)c2ccc(OC(C)C(=O)NCCCn3ccnc3)c(C)c2oc1=O (centres undefined) | -12 | 1 | 0 | 2% | 2 | / | 6% | -2% | 7.9%
CC(=O)Nc1ccc(NC(=O)C(C)OC(=O)C2CCN(S(=O)(=O)c3ccc4c(c3)OCCO4)CC2)cc1 (centres undefined) | -7 | 1 | -2 | 2% | 3 | -8 | -11% | -2% | 1.0%
CCSCCOC(=O)C1=C(C)N(C)C(=O)NC1c1cc(OC)ccc1OC (centres undefined) | 19 | -5 | -4 | 1% | 0 | 6 | / | 0% | 2.2%
CC(=O)Nc1nc(=O)c2ccccc2s1 | -10 | -7 | 4 | 2% | 0 | -6 | -3% | -4% | 0.5%
COc1ccc(OCC(O)CN2C(=O)c3ccccc3C2=O)cc1 (centres undefined) | 0 | 3 | -7 | 2% | 1 | 5 | 14% | -4% | -0.1%
Cc1cc(C)n(-c2nc3ccccc3nc2N2CCN(C(=O)c3ccccc3)CC2)n1 | 6 | -4 | 0&-4 | 1% | 1 | -3 | -12% | -5% | 1.6%
C/C(=C\C(=O)c1ccccc1)NNc1nc2ccccc2s1 | -6 | 0 | -8 | -1% | -2 | 7 | / | 3% | 0.5%
COC(=O)c1c[nH]c2c1-c1cc(C(=O)OCc3ccccc3)n(S(=O)(=O)c3ccc(C)cc3)c1C(=O)C2=O | / | / | 32 | -2% | / | / | -6% | -8% | /
O=C(NCC1OCCc2ccccc21)c1ccco1 (centres undefined) | 14 | -5 | -2 | -6% | 5 | 11 | -8% | 0% | 1.0%
NS(=O)(=O)c1ccc(CCn2c(=S)[nH]c3ccc(F)cc3c2=O)cc1 | -9 | 1 | -9 | -2% | 3 | 16 | -3% | -4% | ?
CC(OC(=O)Cn1cnc2ccccc2c1=O)C(=O)NCc1ccccc1 (centres undefined) | -12 | 0 | -3 | 4% | 2 | -20 | -17% | 0% | 0.3%
O=C(CN1C(=O)c2ccc([N+](=O)[O-])cc2C1=O)Nc1nccs1 | 7 | 0 | -1 | 2% | 1 | / | 1% | -2% | 2.9%
O=C(c1cccc(S(=O)(=O)Nc2ccccc2F)c1)N1CCN(c2ccccc2F)CC1 | -6 | -8 | -14 | 1% | 3 | / | -12% | 6% | -2.4%
COc1ccc(CN(C)C(=O)C2CC(=O)N(c3ccc4c(c3)OCCO4)C2)cc1 (centres undefined) | / | / | 1 | 0% | / | / | -1% | 3% | /
Cc1ccc(S(=O)(=O)c2cc3ccccc3oc2=Nc2ccc3c(c2)OCCO3)cc1 | -4 | -2 | -1 | 1% | 0 | 2 | -2% | -6% | 2.3%
C=CCSC1=N/C(=C\C=C\c2ccco2)C(=O)S1 | -8 | -8 | 5 | -3% | 1 | 11 | -8% | -3% | 0.0%
CCN(CC)C(=O)CSc1nc(COc2ccccc2)nc2ccccc12 | -28 | -7 | -1 | -5% | 0 | 5 | 0% | -1% | 9.2%
C=CCn1c(COc2ccc(F)cc2)nnc1SCC(=O)N1CC(=O)Nc2ccccc21 | 6 | 1 | -1 | -2% | 2 | 2 | 0% | -2% | -2.2%
CCOC(=O)N1CCN(C(=O)CN(c2ccc(C)cc2)S(=O)(=O)c2c(C)noc2C)CC1 | -4 | -3 | -1 | -2% | 0 | / | / | -1% | -0.4%
Cc1cccc(C)c1NC(=O)CC(C)c1ccccc1 (centres undefined) | 3 | -2 | -4 | 0% | 0 | -3 | -8% | -3% | -2.9%
CC(Nc1nc(-c2ccc(Cl)cc2)cs1)c1nc2cc(Cl)c(N3CCCCC3)cc2n1CCOCCO (centres undefined) | / | / | 4 | -4% | / | / | 0% | -6% | /
CCOc1ccc(NC(=O)CCC(=O)NNC(=O)c2ccco2)cc1 | -4 | 1 | -2 | -5% | 2 | -8 | -1% | 3% | 1.1%
CC1(c2ccc3c(c2)OCO3)NC(=O)N(CC(=O)Nc2ccccc2)C1=O (centres undefined) | -9 | -1 | -4 | 1% | 15 | -2 | -6% | -3% | -0.1%
O=[N+]([O-])c1nn(-c2ccc(Cl)cc2)n(O)c1=NCc1ccncc1 | -42* | -5 | 2 | -5% | 5 | -9 | -5% | -1% | 0.3%

4 records drawn at random from the list so far, as already listed:
SMILES | D1 antag | D1 potentiator | LDHA block | Vif-A3G inh | D1 ag | D2 PAM | Vif-A3F inh | Glioma ERSR ind | RXFP1 agonist
O=[N+]([O-])c1nn(-c2ccc(Cl)cc2)n(O)c1=NCc1ccncc1 | -42* | -5 | 2 | -5% | 5 | -9 | -5% | -1% | 0.3%
CC(Nc1nc(-c2ccc(Cl)cc2)cs1)c1nc2cc(Cl)c(N3CCCCC3)cc2n1CCOCCO (centres undefined) | / | / | 4 | -4% | / | / | 0% | -6% | /
CC1(c2ccc3c(c2)OCO3)NC(=O)N(CC(=O)Nc2ccccc2)C1=O (centres undefined) | -9 | -1 | -4 | 1% | 15 | -2 | -6% | -3% | -0.1%
C=CCn1c(COc2ccc(F)cc2)nnc1SCC(=O)N1CC(=O)Nc2ccccc21 | 6 | 1 | -1 | -2% | 2 | 2 | 0% | -2% | -2.2%

Next part
SMILES | D1 antag | D1 potentiator | LDHA block | Vif-A3G inh | D1 ag | D2 PAM | Vif-A3F inh | Glioma ERSR ind | RXFP1 agonist
O=C(Nc1ccc(Cl)cc1F)c1ccc(-n2cncn2)cc1 | -11 | -9 | -6 | 1% | -1 | -5 | -1% | 7% | ?
Cn1ncc(Cl)c1C(=O)N1CCN(S(=O)(=O)c2cccs2)CC1 | -6 | 2 | -2 | -6% | 2 | 11 | -7% | -3% | -4.6%
COc1ccc(C(=O)O)c(OC)n1 | 1 | 2 | -5 | 2% | 5 | -7 | 2% | -5% | -0.7%
CCn1c(CCNC(=O)c2ccc(Cl)cc2)nnc1SCC(=O)NC1CCCC1 | 6 | 0 | 4 | -1% | -2 | -6 | -10% | -1% | -0.6%
CCOC(=O)/C(C(N)=NCCO)=C(/O)c1ccccc1 | -22 | 1 | -2 | 1% | 0 | 0 | -29% | -3% | 1.2%
COc1ccc(N2C(=O)C(=O)/C(=C(/O)c3ccc(C)cc3)C2c2cccnc2)cc1 (centres undefined) | 2 | -5 | 1 | 1% | 2 | / | ? | -1% | 2.5%
C=CCN(c1ccccc1C(=O)O)S(=O)(=O)/C=C/c1ccccc1 | 0 | 2 | -2 | -3% | 4 | 4 | -5% | -5% | -0.9%
O=C(Nc1ccc(NC(=O)c2cccs2)cc1)c1ccco1 | 2 | 2 | -6 | -5% | 1 | / | -5% | 0% | 3.8%
CCOC(=O)C1(Cc2ccccc2)CCN(Cc2cc(OC)c3c(c2)OCO3)CC1 | -10 | -2 | 1 | 1% | 7 | -9 | 4% | -2% | -1.3%
COc1ccc(C(=O)O)cc1S(=O)(=O)Nc1cccc(C)c1 | 12 | 4 | -6 | 1% | 1 | -4 | -5% | -4% | -1.2%

Screens from PubChem BioAssay.
